Compound activity (PubChem)
IDE inh: human IDE inhibitors in live cells, primary screen, fluorescence polarization, HEK cells, FAbetaB substrate; inhibition, % at 5.59 µM; 0.41% of 320,000 active; FAbetaB cleavage;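 active means percent inhibition above the average of all tested compounds plus 3 SD, set per screening campaign, cut at about 16% in these data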;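 further: IDE supplied by intact live HEK cells; FP after avidin binding of uncleaved biotin substrate so inhibition keeps polarization high; 0% = DMSO wells and 100% = 60 µM reference IDE inhibitor Ii1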
IDE cell activ: human IDE activators in live cells, primary screen, fluorescence polarization, HEK cells, FAbeta-B substrate; Insulin-degrading enzyme (Homo sapiens), P14735; FAbeta-B cleavage; 0% vehicle, 100% cell-free pure enzyme wells; activation, % at 5.96 µM; 0.073% of 340,000 active;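 active means activation above the mean of all tested compounds plus 3 SD, set per screening campaign, cut at about 17% in these data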
p-CIP stab down: p/CIP-EGFP fusion destabilizers, primary screen, fluorescence, F442A cells | Q05BA5 | 0.01% of 290,000 active | decrease of EGFP signal, % at 10 µM | 16 h;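 active means EGFP signal decrease of at least 30% at 10 µM or well 3 SD below plate mean, unless failing retest; inactive means the rest, including hits failing retest or dose response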; further: some compounds called inactive have numbers as strong as hits; many of its hits are not listed in these tables
Target sequence (Q05BA5 1-1403): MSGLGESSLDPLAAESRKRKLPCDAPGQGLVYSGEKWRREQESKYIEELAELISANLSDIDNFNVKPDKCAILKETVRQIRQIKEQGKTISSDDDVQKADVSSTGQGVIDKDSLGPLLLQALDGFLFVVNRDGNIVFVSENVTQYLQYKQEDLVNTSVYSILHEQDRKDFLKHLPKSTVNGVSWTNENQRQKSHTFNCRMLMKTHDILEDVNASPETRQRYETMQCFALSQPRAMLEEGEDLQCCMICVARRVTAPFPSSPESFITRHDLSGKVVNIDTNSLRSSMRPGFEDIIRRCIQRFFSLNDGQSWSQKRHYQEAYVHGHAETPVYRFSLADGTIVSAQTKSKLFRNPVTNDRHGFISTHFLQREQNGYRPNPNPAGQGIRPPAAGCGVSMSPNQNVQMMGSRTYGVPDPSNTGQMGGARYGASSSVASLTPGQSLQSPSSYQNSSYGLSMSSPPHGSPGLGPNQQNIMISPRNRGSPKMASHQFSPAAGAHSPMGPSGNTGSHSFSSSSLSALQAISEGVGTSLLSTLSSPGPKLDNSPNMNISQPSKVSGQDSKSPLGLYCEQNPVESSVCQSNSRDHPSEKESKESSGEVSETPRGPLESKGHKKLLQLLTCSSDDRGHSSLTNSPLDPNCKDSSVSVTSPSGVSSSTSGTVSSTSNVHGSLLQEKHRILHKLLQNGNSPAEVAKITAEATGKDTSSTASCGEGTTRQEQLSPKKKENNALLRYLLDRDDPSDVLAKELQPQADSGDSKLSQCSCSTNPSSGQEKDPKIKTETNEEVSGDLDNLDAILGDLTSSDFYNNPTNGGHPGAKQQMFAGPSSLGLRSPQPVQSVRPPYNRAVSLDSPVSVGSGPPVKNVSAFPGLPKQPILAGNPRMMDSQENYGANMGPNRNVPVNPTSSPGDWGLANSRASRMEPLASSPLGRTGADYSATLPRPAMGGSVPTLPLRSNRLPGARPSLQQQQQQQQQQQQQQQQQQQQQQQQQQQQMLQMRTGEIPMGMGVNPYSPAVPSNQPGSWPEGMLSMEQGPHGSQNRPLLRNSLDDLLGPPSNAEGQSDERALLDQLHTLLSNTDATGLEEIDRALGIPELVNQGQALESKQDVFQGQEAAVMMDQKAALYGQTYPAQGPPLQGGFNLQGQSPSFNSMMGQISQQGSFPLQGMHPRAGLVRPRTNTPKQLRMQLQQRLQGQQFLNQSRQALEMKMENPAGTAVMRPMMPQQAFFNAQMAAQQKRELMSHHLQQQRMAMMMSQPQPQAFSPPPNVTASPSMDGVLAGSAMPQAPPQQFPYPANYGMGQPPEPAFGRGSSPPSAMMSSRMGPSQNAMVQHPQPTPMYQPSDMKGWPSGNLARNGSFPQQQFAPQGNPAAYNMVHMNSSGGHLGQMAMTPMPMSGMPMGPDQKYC
VIM-2 inh: VIM-2 metallo-beta-lactamase inhibitors, primary screen, biochemical, epi-absorbance readout, Pseudomonas aeruginosa enzyme; inhibition, % at 5.6 µM; 0.89% of 290,000 active; purified VIM-2, nitrocefin hydrolysis, epi-absorbance fluorescence;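 active means inhibition above the mean of all tested compounds plus 3 SD, cutoff set per screening run, cut at about 7.5% in these data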;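 further: red hydrolysis product quenches plate fluorescence so inhibitors raise well fluorescence; 0% = enzyme with DMSO and 100% = DMSO without enzyme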
NS3 helicase inh: inhibitors of HCV NS3 helicase, primary screen, biochemical, Cy5 molecular beacon fluorescence; Hepatitis C virus NS3 helicase; NS3 helicase DNA unwinding; inhibition, % at 10.9 µM; 0.56% of 290,000 active;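 active means inhibition above the mean of all tested compounds plus 3 SD, set per campaign, cut at about 35% in these data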;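 further: 0% = DMSO wells and 100% = thioflavine S control wells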
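System: NS3 helicase fragment of HCV / Schedule: 1 h at 25 °C / Control set: DMSO alone as 0% and 110 µM thioflavine S as 100% / Reagent: Cy5/quencher beacon DNA duplex and ATP to start / Technique: Cy5 fluorescence / Replication: singlicate / Evaluation: % inhibition of end-to-start signal ratio versus controls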
IMP-1 inh: IMP-1 metallo-beta-lactamase inhibitors, primary screen, biochemical, epi-absorbance readout, Pseudomonas aeruginosa enzyme | 0.45% of 290,000 active | AID 1556, 2009 | inhibition, % at 5.6 µM | purified IMP-1, nitrocefin hydrolysis, epi-absorbance fluorescence;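 active means inhibition above the mean plus 3 SD of all compounds in the same screening run, cut at about 4.5% in these data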;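 further: 0% = IMP-1 with DMSO and 100% = DMSO wells lacking enzyme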
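System: purified IMP-1; amount: IMP-1 0.2 nM before substrate addition; compound: single dose, 5.6 µM; times: 25 °C, 15 min preincubation, 25 min reaction; signal: Epi-absorbance via hydrolysed-nitrocefin quenching of white-plate fluorescence, 480/530 nm, EDTA stop; benchmarks: DMSO with and without IMP-1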
CRFR2-BP antag: antagonists of CRF-BP/CRF-R2 complex, primary screen, cell-based, HEK293, calcium dye fluorescence, uHTS; CRF-induced calcium fluorescence; inhibition, % at 11.8 µM; 0.59% of 350,000 active; AID 588475, 2011;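 active means inhibition of the ligand-induced calcium signal above about 50% at the single tested concentration, limit read from the data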
GalR3 antagonist: GalR3 antagonists in HEK293 cells, primary screen, cell-based, fluorescence readout. HEK293 GalR3-CNG cAMP membrane potential fluorescence; galR3 body fused to GalR1 C-terminus. inhibition, % at 3 µM. 0.44% of 360,000 active;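 active means inhibition above the screen-wide average plus 3 SD, cut at about 13% in these data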;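 further: forskolin and galanin both at EC90 stimulate the cells; cAMP rise reported by CNG channel membrane potential dye signal; 0% = forskolin plus galanin with DMSO and 100% = forskolin alone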
UBC9 SUMO inh: inhibitors of in vitro SUMOylation cascade, primary screen, biochemical, HTRF, uHTS | SUMO-conjugating enzyme UBC9 (Homo sapiens), P63279 | HTRF SUMOylation assay, SAE1/SAE2 + UBC9 | inhibition, % at 35 µM | 0.36% of 290,000 active; in the data active means inhibition above about 50%, passing the limit was not always enough; further: strong numbers were not always called active
* = called active by the depositor; . = no result given. Hits appear at their usual frequency; overall some 3.2% were active at least once.

SMILES | IDE inh | IDE cell activ | p-CIP stab down | VIM-2 inh | NS3 helicase inh | IMP-1 inh | CRFR2-BP antag | GalR3 antagonist | UBC9 SUMO inh
COc1ccc(/C=N/NC(=O)c2cc(C(C)(C)C)[nH]n2)cc1COc1ccc(F)cc1F | -1 | 11 | 4 | -3.0 | -14 | -2.7 | 17 | -4 | -23
O=c1c2cnn(-c3ccccc3)c2nnn1Cc1ccccn1 | 2 | 1 | 9 | -5.6 | -4 | -3.9 | -5 | -4 | -14
COc1ccc(OC)c(/C(O)=C/C(=O)C(=O)Nc2cc(C)ccc2OC)c1 | -5 | 4 | 7 | 0.2 | 4 | -2.1 | -14 | -3 | 13
CCOC(=O)c1sc(NC(=O)C(OC(C)=O)c2ccccc2)nc1C (stereo unspecified) | 0 | 5 | -12 | -4.2 | 2 | -4.6 | -63 | -11 | -3
c1cncc(Nc2nc(-c3ccncc3)cs2)c1 | 0 | -2 | -5 | 16* | -3 | -0.7 | 28 | -3 | 16
CC1C=CCC2C(=O)N(c3cccc(C(=O)NCc4ccccc4)c3)C(=O)C12 (stereo unspecified) | 0 | -1 | -3 | -1.7 | 12 | -2.5 | 0 | -7 | 20
Cc1ccc(CNC(=O)CCS(=O)(=O)c2cc3c(cc2C)NC(=O)CO3)cc1 | 5 | -4 | -11 | -1.8 | 12 | -5.4 | -1 | . | 12
O=C1c2ccccc2C2(c3ccccc3)NCCN12 (stereo unspecified) | 0 | 3 | -11 | 0.4 | -3 | -3.0 | 14 | -6 | 21
O=C(O)c1cccc(N/N=C/c2ccc(-c3ccccc3)cc2)c1 | . | -2 | -16 | -1.8 | 11 | -1.1 | 8 | -2 | 6
O=C(c1cnn(C(=O)COc2ccc(Cl)cc2)c1)c1ccccc1O | 1 | 2 | -11 | -3.5 | -16 | -3.0 | -29 | -1 | 8
CCn1c(=O)c(C(=O)Nc2ccsc2C(=O)OC)c(O)c2ccccc21 | 0 | . | 8 | -2.6 | -1 | -2.6 | . | . | -21
CCn1c(SCC(=O)NNC(=S)Nc2ccc(C)cc2)nnc1-c1ccc(Cl)cc1 | 3 | 4 | -6 | 1.7 | 3 | -3.1 | -21 | -4 | -78
COC(=O)c1ccccc1NC(=O)CSc1nc(N)cc(=O)[nH]1 | 0 | -3 | 1 | 0.4 | 6 | -0.8 | -2 | -4 | -4
Cc1cccc(CN(C)CCc2ccccn2)c1 | -6 | 6 | -4 | -4.0 | -1 | -2.2 | 8 | -4 | 7
CS(=O)(=O)N1CCC(C(=O)Nc2ccccc2F)CC1 | 0 | 0 | -4 | -3.9 | 6 | -2.8 | 4 | -6 | 10
CC(C)(C)N1C(=O)[C@H]2[C@@H](c3ccc(Br)cc3)N3C(=O)N(c4cccc(F)c4)C(=O)[C@@]3(Cc3ccccc3)[C@H]2C1=O | 0 | -1 | . | . | . | . | -6 | -3 | .
O=C(Nc1nc(-c2cc(F)ccc2F)cs1)c1cccc(N2C(=O)CCC2=O)c1 | -7 | 2 | . | . | . | . | 28 | 0 | .
COc1ccc(CN2C(=O)c3cccnc3C2=O)cc1S(=O)(=O)N1CCCCC1 | 4 | 2 | -15 | -3.2 | 13 | -3.5 | -12 | 0 | 6
Cc1ccccc1NS(=O)(=O)c1ccc2[nH]cc(C(=O)N(C)Cc3ccco3)c(=O)c2c1 | -9 | 8 | -17 | 1.0 | 12 | 4.5* | -18 | . | 4
CC(=O)NC(Cc1cccc(C)c1)C(=O)NC1CCN(c2ncccc2[N+](=O)[O-])CC1 (stereo unspecified) | 4 | 3 | -10 | 1.6 | -5 | -1.2 | 57* | 4 | -3
CC1(NC(=O)Cc2c(Cl)cccc2Cl)CCS(=O)(=O)C1 (stereo unspecified) | -1 | 4 | . | . | . | . | 1 | 2 | .
CC(OC(=O)CCC(=O)c1cccs1)C(=O)NC1CCCCC1C (stereo unspecified) | 1 | 1 | . | . | . | . | 5 | -6 | .
Cc1cccc(N2CCN(C(=O)c3ccc4c(c3)NC(=O)C(CSCc3cccc(F)c3)N4)CC2C)c1 (stereo unspecified) | 0 | -5 | -13 | -1.6 | 3 | -1.5 | 11 | -7 | 10
O=C(COc1ccc(Br)cc1)N1CCNC1=O | 0 | 2 | 1 | 0.3 | 3 | 0.4 | 6 | -8 | -5
Cc1ccc(C)c(NC(=S)NC2CC3CCC(C2)N3Cc2ccco2)c1 (stereo unspecified) | 2 | -2 | -5 | 2.2 | 7 | 0.0 | -5 | -2 | 28
(listing goes on)
SMILES | IDE inh | IDE cell activ | p-CIP stab down | VIM-2 inh | NS3 helicase inh | IMP-1 inh | CRFR2-BP antag | GalR3 antagonist | UBC9 SUMO inh
CC(C)(C)[C@H]1C=C(C(=O)NCc2ccccc2)O[C@@H](OCCCCO)C1 | 1 | 3 | . | . | . | . | 3 | -3 | .
COc1ccc(S(=O)(=O)N2CCOCC2)cc1NC(=O)CSc1nnc(NC2CC2)s1 | 8 | 7 | . | . | . | . | 1 | -8 | .
COc1ccc(/C=C/C(=O)Nc2cccc(C(C)=O)c2)cc1 | 11 | -3 | -6 | -1.5 | -4 | -0.5 | -15 | -2 | -8
O=C(NC1CCCC1)c1ccc(Cl)c(S(=O)(=O)N2CCCCC2)c1 | -6 | 4 | 7 | -2.5 | 7 | -2.8 | 0 | -2 | 7
CCN(CC)c1ccc(NC(=O)COC(=O)c2ccc3ccccc3n2)cc1 | 0 | 5 | -15 | 0.0 | -3 | -1.2 | -1 | -4 | -1
Cc1cccc(C)c1C(=NCCN(C)C)c1ccccc1 | -2 | -1 | . | . | . | . | -13 | -5 | .
CC(C)c1ccccc1NC(=O)CN1C(=O)c2ccccc2C1=O | 2 | 3 | 4 | -3.1 | -6 | -5.4 | 26 | -10 | 14
O=C(CCCc1nc2ccccc2s1)NNC(=O)CCN1CCN(Cc2ccccc2)CC1 | 2 | 1 | 3 | -2.8 | -4 | -3.8 | 13 | -4 | 3
COc1cc(CNC(=O)C2CC2)ccc1OCc1ccccc1 | -5 | 3 | -5 | -1.9 | -2 | -0.8 | 9 | -8 | 8
O=C(CN1C(=O)NC2(CCCc3ccccc32)C1=O)NCc1ccco1 (stereo unspecified) | 3 | -1 | -1 | 0.0 | 3 | 0.3 | 2 | -1 | 21
O=C(NCc1ccccc1)c1ccc(CSc2ccccc2)o1 | 1 | -1 | -8 | -0.9 | 4 | -4.4 | 17 | -7 | -1
CCCn1c(C)cc(/C=C(\C#N)C(=O)OCC(=O)Nc2cc(OC)c(OC)c(OC)c2)c1C | 6 | -1 | 13 | -1.8 | 3 | -4.2 | 33 | -3 | -27
CC1CCC(NC(=O)CCNS(=O)(=O)c2ccccc2)CC1 (stereo unspecified) | 4 | 4 | -4 | -1.9 | -4 | -3.8 | -23 | -1 | 0
O=C(CN1C(=O)c2cccc3cccc1c23)Nc1ccccc1 | 2 | 3 | -1 | -1.9 | 3 | -3.2 | 4 | -4 | 12
Nc1nc(SCC(=O)O)[nH]c(=O)c1NC(=O)c1ccco1 | 0 | 3 | 2 | 4.3 | 0 | 1.2 | -14 | -2 | -2
COC(=O)C(CCSC)NC(=O)C12CC3CC(CC(C3)C1)C2 (stereo unspecified) | 6 | 7 | -10 | -2.4 | 2 | -4.1 | -2 | -2 | 17
Cc1cc(C)c(S(=O)(=O)c2cc(F)ccc2C)c(Cl)n1 | 0 | 3 | -15 | -2.7 | -4 | -2.5 | 20 | -10 | 6
COc1cccc(CNS(=O)(=O)c2cc3c(cc2C)NC(=O)CO3)c1 | 4 | 0 | 2 | -2.7 | 11 | -3.7 | -18 | . | 10
CCc1ccc(C(C)NC(=O)Cn2cnc3c(=O)n(C)c(=O)n(C)c32)cc1 (stereo unspecified) | 3 | 6 | -6 | -0.6 | -3 | -2.9 | 3 | -5 | -23
CC(=O)N1N=C(c2c(-c3ccccc3)c3cc(C)ccc3[nH]c2=O)CC1c1ccco1 (stereo unspecified) | 1 | -3 | -13 | -0.4 | 2 | -1.7 | -24 | -4 | 14
CCCC(=O)Nc1ccc(Cl)c(NC(=O)c2cccnc2Cl)c1 | 6 | -1 | -9 | 0.9 | 8 | 1.4 | -3 | -3 | 11
Cc1onc(-c2ccccc2)c1C(=O)N/N=C/c1ccc(O)c([N+](=O)[O-])c1 | . | 3 | -21 | -4.2 | 4 | -2.5 | 1 | -1 | 18
O=C(O)CCC(=O)Nc1ccc(N=Nc2ccccc2)cc1 | . | 4 | -6 | -0.4 | -2 | -0.4 | 10 | . | 1
COC(=O)c1sc(N)c(C(=O)OC)c1COC(=O)CNS(=O)(=O)c1ccc(C)c(C)c1 | 4 | -3 | -9 | -2.8 | -7 | -3.7 | 3 | 4 | -3
Cc1ccc(O)c(NC(=O)C2CC(c3cccc(Br)c3)=NO2)c1 (stereo unspecified) | 1 | -4 | 7 | -1.1 | -5 | 1.2 | -8 | -2 | -2

Pulled one by one from the list above, 3 records:
SMILES | IDE inh | IDE cell activ | p-CIP stab down | VIM-2 inh | NS3 helicase inh | IMP-1 inh | CRFR2-BP antag | GalR3 antagonist | UBC9 SUMO inh
Cc1cc(C)c(S(=O)(=O)c2cc(F)ccc2C)c(Cl)n1 | 0 | 3 | -15 | -2.7 | -4 | -2.5 | 20 | -10 | 6
O=C(NCc1ccccc1)c1ccc(CSc2ccccc2)o1 | 1 | -1 | -8 | -0.9 | 4 | -4.4 | 17 | -7 | -1
Nc1nc(SCC(=O)O)[nH]c(=O)c1NC(=O)c1ccco1 | 0 | 3 | 2 | 4.3 | 0 | 1.2 | -14 | -2 | -2

Following part:
SMILES | IDE inh | IDE cell activ | p-CIP stab down | VIM-2 inh | NS3 helicase inh | IMP-1 inh | CRFR2-BP antag | GalR3 antagonist | UBC9 SUMO inh
COCCC(=O)N1CCC(Oc2ccc(C(=O)NCc3ccon3)cc2)CC1 | 1 | -6 | -8 | -3.0 | -6 | -3.3 | -2 | 0 | 5
CCn1ccnc1CNC(=O)CC1C(=O)NCCN1Cc1ccccc1F (stereo unspecified) | 4 | -2 | -3 | 0.1 | -4 | -0.5 | -6 | -2 | 14
CCN(CC(=O)NCc1cccs1)C(=O)c1cccc(S(=O)(=O)NC)c1 | -7 | 8 | . | . | . | . | 9 | -2 | .
COc1ccc(-c2nc(-c3ccncc3)no2)c(OC)c1 | 1 | 4 | -5 | 2.2 | 1 | 0.7 | 3 | -9 | 14
O=C(CC(=O)c1ccccc1)Nc1cccnc1 | 2 | -1 | -5 | 0.2 | 1 | -1.0 | -3 | -5 | -20
O=C(OCc1nc2ccc(Cl)cc2n1CCO)c1ccccc1 | 10 | 6 | -6 | -2.4 | -5 | -0.3 | -5 | -4 | 16
Cc1cccc(OCCN2C(=O)c3ccccc3C2=O)c1 | -5 | -2 | -3 | -1.0 | -4 | -2.5 | 2 | 0 | 3
Cc1cccc(Cn2nc(C)cc2NC(=O)Cn2cc([N+](=O)[O-])cn2)c1 | 13 | -3 | -1 | -1.9 | -11 | -2.0 | 35 | -3 | -1
